Bioassay records from PubChem.
MOR-DOR inv ag = inverse agonists of MOR-DOR heterodimerization, primary screen, cell-based, luminescence; Mu-type opioid receptor (Homo sapiens) + Delta-type opioid receptor (Homo sapiens), …; cell-based MOR-DOR heterodimer luminescence, inverse agonism; inhibition, % at 9.3 µM; 340,000 compounds, 0.21% hits; AID 504357, 2011; in the data active = inhibition above about 22%, passing the limit was not always enough;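 also: 0% = cells with DMSO and 100% = wells without cells with DMSO; values of inactives mirror those of a sister screen read the other way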
Pemphigus Ab inh = inhibitors of pemphigus antibody binding to DSG3, primary screen, biochemical, bead-based, flow cytometry, scFv-GFP; AID 588358, 2011; binding (percent of control), % at 10 µM; 310,000 compounds, 0.48% hits; DSG3-coupled beads, scFv-anti-DSG3-GFP binding; active compounds read low;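 active = binding more than 3 SD below its plate's average and above zero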;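 also: hits lower antibody fragment binding to DSG3; some compounds called inactive have numbers as strong as hits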
PKA-R1A act = activators of PKA-R1A holoenzyme, primary screen, biochemical, fluorescence polarization, Cy5-IP20, bovine R1A, mouse PKAc; AID 504707, 2011; cAMP-dependent protein kinase type I-alpha regulatory subunit (Bos taurus) + …; 340,000 compounds, 0.083% hits; PKA-R1A dissociation; scaled: DMSO 0%, 113 µM cGMP 100%; activation, % at 11.4 µM;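 active = percent activation above the mean of all tested compounds plus 3 SD, cut at about 19% in these data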;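 also: higher means more PKAc released from R1A so a rise in polarization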
V-ATPase pH = regulators of yeast V-ATPase proton pumping, primary screen, pHLuorin cytosolic pH fluorescence. S. cerevisiae. response, % at 10 µM. 350,000 compounds, 0.37% hits; in the data active = response mostly above about 7.3%, no sharp cut-off; inactive = mostly below about 5.4%; also: actives read high; inactives centre near 0; some compounds called inactive have numbers as strong as hits; reference of the scale not given here
HTR5A ag = HTR5A agonists in luminescence cell assay, primary screen, counter-screen for OPRM1-OPRD1 heterodimer agonist project, full-deck HTS. AID 504692, 2011. cell-based. activation, % at 9.3 µM. 340,000 compounds, 0.61% hits. 5-hydroxytryptamine receptor 5A (Homo sapiens), P47898; in the data active = activation mostly above about 9.5%, no sharp cut-off; inactive = mostly below about 7.6%;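 also: 0% = cells with vehicle only and 100% = reference agonist; strong numbers were not always called active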
HTR5A inv ag = HTR5A inverse agonists in luminescence cell assay, primary screen, counter-screen for OPRM1-OPRD1 heterodimer inverse agonist project, full-deck HTS; 5-hydroxytryptamine receptor 5A (Homo sapiens), P47898; HTR5A cell line, inverse agonism; inhibition, % at 9.3 µM; 340,000 compounds, 0.083% hits; AID 504634, 2011; in the data active = inhibition mostly above about 23%, no sharp cut-off; inactive = mostly below about 18%;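 also: 0% = cells with DMSO and 100% = no-cell wells with DMSO; some compounds called inactive have numbers as strong as hits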
DAGLB inh = DAGLB lipase inhibitors, primary screen, biochemical, fluorescence, HTS | Diacylglycerol lipase-beta (Homo sapiens), Q8NCG7 | HEK293T DAGLB membrane lysate, EnzChek fluorogenic substrate | inhibition, % at 5.17 µM | 340,000 compounds, 0.059% hits | AID 504411, 2011; in the data active = inhibition above about 34%;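 also: 0% = enzyme with vehicle and 100% = wells lacking enzyme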
Target sequence (Q8NCG7 whole entry, looked up): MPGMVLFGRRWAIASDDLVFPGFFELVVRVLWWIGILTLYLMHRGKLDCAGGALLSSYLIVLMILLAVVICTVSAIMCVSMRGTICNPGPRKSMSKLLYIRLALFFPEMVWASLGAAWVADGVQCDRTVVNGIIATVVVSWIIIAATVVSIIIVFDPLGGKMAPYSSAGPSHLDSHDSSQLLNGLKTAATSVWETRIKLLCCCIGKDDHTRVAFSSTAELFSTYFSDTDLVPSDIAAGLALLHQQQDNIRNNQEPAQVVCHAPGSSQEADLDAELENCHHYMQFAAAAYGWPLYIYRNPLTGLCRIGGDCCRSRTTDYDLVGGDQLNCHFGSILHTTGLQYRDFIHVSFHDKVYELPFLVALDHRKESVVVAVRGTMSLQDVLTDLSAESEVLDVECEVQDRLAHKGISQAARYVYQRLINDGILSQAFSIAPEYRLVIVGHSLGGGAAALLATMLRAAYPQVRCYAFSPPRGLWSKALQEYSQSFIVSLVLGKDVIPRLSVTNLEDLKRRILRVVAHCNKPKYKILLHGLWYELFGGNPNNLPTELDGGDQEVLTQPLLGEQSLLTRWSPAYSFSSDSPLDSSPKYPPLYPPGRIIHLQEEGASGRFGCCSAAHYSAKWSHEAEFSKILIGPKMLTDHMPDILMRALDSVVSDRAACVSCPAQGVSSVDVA
Arrestin-AP2 inh = inhibitors of beta-arrestin/AP2 binding, primary screen, biochemical, GPCR trafficking, flow cytometry | 340,000 compounds, 0.31% hits | inhibition, % at 10 µM | beta-arrestin 1 C-terminal peptide binding to AP2 beta2-adaptin appendage (human) | FITC-arrestin peptide / GST-AP2 beads; AP2 beta2 appendage carries R879A mutation;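 active = inhibition above a set limit, near 3 SD of compounds lacking own fluorescence, cut at about 54% in these data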;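 also: plate controls were DMSO wells for no effect and 5 µM unlabelled arrestin peptide for full effect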
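System: GST-AP2 R879A glutathione beads. Medium: PBS with 0.05% Tween 20 and 0.1% BSA. Also added: FITC-arrestin peptide, 50 nM. Incubation: 12 min plus 1 h, RT. Measured by: high-throughput flow cytometry of beads, ex 488, em 535 nm. Evaluation: percent drop in bead-associated FITC signal.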
MOR-DOR ag = agonists of OPRM1-OPRD1 heterodimerization, primary screen, cell-based, luminescence | Mu-type opioid receptor (Homo sapiens) + Delta-type opioid receptor (Homo sapiens), … | cells | activation, % at 9.3 µM | 340,000 compounds, 0.3% hits | AID 504326, 2011; in the data active = activation above about 18%;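 also: 0% = vehicle-treated cells and 100% = reference agonist; values of inactives mirror those of a sister screen read the other way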
PKA-R2B act = activators of PKA-R2B holoenzyme, primary screen, biochemical, fluorescence polarization, Cy5-IP20, human; activation, % at 11.4 µM; PKA-R2B holoenzyme dissociation; R2B truncated from residue 108, S112A mutant; 0% DMSO only, 100% 113 µM cGMP; cAMP-dependent protein kinase catalytic subunit beta (Homo sapiens) + cAMP-dependent …; 340,000 compounds, 0.079% hits;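 active = activation above a cutoff set at the mean over all compounds plus 3 SD, cut at about 18% in these data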;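 also: higher means more holoenzyme dissociation and a rise in polarization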
Target sequence (P31323 whole entry, looked up, other chains not shown, the tested form may be a part): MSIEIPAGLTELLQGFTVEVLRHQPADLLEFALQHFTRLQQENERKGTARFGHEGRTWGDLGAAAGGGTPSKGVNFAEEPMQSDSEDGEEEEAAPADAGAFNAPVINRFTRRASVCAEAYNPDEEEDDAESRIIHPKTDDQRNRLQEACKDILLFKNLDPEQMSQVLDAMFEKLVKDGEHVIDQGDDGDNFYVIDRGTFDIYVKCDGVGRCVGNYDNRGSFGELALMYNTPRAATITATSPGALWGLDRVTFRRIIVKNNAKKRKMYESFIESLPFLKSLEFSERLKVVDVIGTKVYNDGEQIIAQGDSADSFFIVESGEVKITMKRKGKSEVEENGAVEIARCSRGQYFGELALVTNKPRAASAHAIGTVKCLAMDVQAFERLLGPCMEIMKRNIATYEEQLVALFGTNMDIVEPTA
* hit, by the source's call; . = no result given.

SMILES	MOR-DOR inv ag	Pemphigus Ab inh	PKA-R1A act	V-ATPase pH	HTR5A ag	HTR5A inv ag	DAGLB inh	Arrestin-AP2 inh	MOR-DOR ag	PKA-R2B act
CC(=O)c1ccc(S(=O)(=O)NCCC(=O)N2CCN(c3ccccn3)CC2)cc1	8	.	-4	-2	4	-9	-1	-16	-2.0	-9
Nc1ccccc1S(N)(=O)=O	15	108	-1	-3	-3	-15	1	1	-2.7	3
Nc1ccccc1-n1c(=O)n(Cc2ccccc2F)c(=O)c2[nH]cnc21	8	100	-4	3	1	-5	-3	8	-1.7	3
O=C(CN1CCN(c2ccc(O)cc2)CC1)Nc1ccc(-c2ccccc2)cc1	-24	.	-12	-1	4	-10	1	-1	3.2	9
Cc1ccc(C(=O)O/N=C(\N)c2ccccn2)cc1	2	110	9	1	0	1	-2	-18	-0.3	9
O=C(CCCCCNC(=O)c1ccccc1)C[N+](=O)[O-]	6	120	-2	0	3	-23	0	-12	-1.1	-10
CC(C)NC(=O)c1cc2cc([N+](=O)[O-])ccc2s1	9	.	-3	0	6	-15	-2	4	-2.1	-4
OCCC1CN(Cc2nc3c(s2)CCCC3)CCN1CCc1ccccc1 (stereo unspecified)	13	101	1	-8	0	1	-1	8	-2.5	1
CC(=O)Nc1cc(C(F)(F)F)ccc1N1CCOCC1	9	100	11	0	3	-25	-2	5	-1.8	4
CCOC(=O)N1CCN(C(=O)c2ccccc2N(Cc2ccccc2)S(=O)(=O)c2ccc(OC)cc2)CC1	-2	95	-3	2	2	-7	-2	-3	0.4	4
CCCc1ccc(OCc2ccc(C(=O)NN)o2)c(OC)c1	9	109	-1	-2	-2	6	-5	33	-1.9	-15
Cc1nc2c(C)cccc2c2c1CCS2	18	.	-10	0	3	-39	-4	31	-3.6	-2
Cc1cc(S(=O)(=O)NCc2ccco2)c(C)cc1Cl	-24	108	-5	0	-6	13	-1	2	4.7	-1
CCn1c(SCCN2CCCCC2)nnc1-c1ccc(S(=O)(=O)N2CCOCC2)cc1	8	.	11	-1	-2	8	1	1	-1.4	2
C[C@@]12CCC=C[C@H]1[C@H](c1ccc(F)c(/C=C/c3ccccc3)c1)N(Cc1ccccc1)C2=O	10	100	4	3	3	-8	-8	20	-2.2	4
CC(C)c1ccc(-c2cc(C(=O)N3N=C(C(F)F)CC3(O)C(F)F)c3ccccc3n2)cc1 (stereo unspecified)	-56	95	-14	-2	0	18	-1	-6	10	-8
COc1ccc(-c2[nH]ncc2CN2CCCOc3c(cccc3OC)C2)c(OC)c1	12	103	-8	-1	-2	6	-1	-5	-2.0	0
O=C(Cn1ccc([N+](=O)[O-])n1)NCc1cccnc1	9	106	6	0	1	-3	-1	-5	-1.8	-3
CNC(=O)Nc1ccc2nc(C)sc2c1	-1	105	0	0	4	14	-3	15	0.2	-9
COc1ccc(S(=O)(=O)N(C)C)cc1NC(=O)Cc1ccc(S(=O)(=O)N2CCOCC2)s1	-39	95	-15	-7	3	-21	1	7	6.0	-6
O=[N+]([O-])c1ccc2c(c1)CCN2	-27	113	-3	4	2	-7	1	15	5.1	0
COc1ccc(NC(=S)N2CCN(C(=O)c3ccco3)CC2)c(OC)c1	9	99	-3	4	-7	19	-4	-6	-1.5	8
C/C(=N\NC(=O)CNC(=O)C(c1ccccc1)c1ccccc1)c1ccc(C(C)(C)C)cc1	-16	82	-4	-1	-1	-10	1	23	3.1	-4
Cc1ccc(-c2nn(Cc3ccccc3)cc2C(=O)NCC2CCCO2)cc1 (stereo unspecified)	7	105	1	-2	-1	3	1	12	-1.4	-4
COc1ccccc1N(CC(=O)N/N=C/c1ccccc1C(=O)O)S(C)(=O)=O	-1	89	2	-3	3	-13	-1	-2	0.3	14

Continuation:
SMILES	MOR-DOR inv ag	Pemphigus Ab inh	PKA-R1A act	V-ATPase pH	HTR5A ag	HTR5A inv ag	DAGLB inh	Arrestin-AP2 inh	MOR-DOR ag	PKA-R2B act
O=C(CSc1nnc(-c2c[nH]c3ccccc23)n1C1CC1)NC1CCS(=O)(=O)C1 (stereo unspecified)	.	100	5	1	.	.	1	.	.	1
O=C(Nc1ccc(Cl)cc1C(=O)NCC1CCCO1)c1ccco1 (stereo unspecified)	16	100	-5	1	-1	-30	1	-1	-3.0	0
COCCn1c(=O)c2cc3c(=O)n(CCOC)c(=O)c3cc2c1=O	14	104	-4	2	0	-9	-2	0	-2.5	0
Cc1cccnc1NC(=O)Nc1cccc(Cl)c1	4	112	-7	5	4	-15	-2	-4	-0.8	9
CC(=NO)c1ccc2c(c1)C(=NO)c1ccccc1-2	-11	102	-21	3	5	-20	-2	-13	2.5	-2
COc1ccc(-c2ccccc2)cc1NC(=O)c1ccncc1	10	106	-2	-4	1	6	-2	-2	-1.9	-8
COC(CNC(=O)c1ccc2c(=O)n(Cc3ccc4c(c3)OCO4)c(=S)[nH]c2c1)OC	22	95	4	-1	-1	2	1	0	-3.9	-3
Cc1cccc(NS(=O)(=O)c2ccc(C)c(NS(=O)(=O)c3cccs3)c2)c1	3	96	-8	3	-5	12	4	-4	-0.5	2
O=C(NCCc1c[nH]c2ccccc12)C(=O)NCC1OCCN1S(=O)(=O)c1cc(F)ccc1F (stereo unspecified)	-4	86	-10	-6	34*	-6	4	16	0.8	-2
COc1ccc(S(=O)(=O)Nc2ccc(S(=O)(=O)Nc3cc(C)nc(C)n3)cc2)cc1OC	2	.	-1	-1	3	-9	2	6	-0.3	0
COc1cccc(CNC(=O)c2nnn(CC(=O)Nc3cccc(C)c3)c2N)c1	13	92	0	0	0	-6	-4	-14	-2.6	4
Cc1cccc(C(=O)Nc2ccc(NC(=O)c3cccc(C)c3)cc2)c1	.	100	-6	.	.	.	-2	.	.	3
O=C(COC(=O)c1cccc(Cl)c1Cl)NCc1cccs1	8	.	1	0	6	-9	-6	-5	-2.2	-4
c1ccc(Cn2cc(CNc3ccccc3)nn2)cc1	15	96	-16	0	-4	10	-4	-2	-2.8	-7
CC(C)n1c(CNC(=O)c2ccccc2F)nnc1SCC(=O)NC1CCCCC1	7	99	-11	-7	-1	4	9	10	-1.4	-2
O=c1c2c(ncn1CCO)nc1n2CCC1	16	97	1	0	-4	4	0	1	-2.9	-6
CCn1c(SCC(=O)N(C)CCC#N)nc2cc(S(=O)(=O)N3CCOCC3)ccc21	-5	95	-1	3	-4	12	5	17	0.8	-4
COc1ccc(NC(=O)c2cc(=O)[nH]c3ccccc23)cc1S(=O)(=O)N1CCOCC1	.	101	3	3	.	.	3	.	.	5
COC(=O)c1ccc(C)c(NS(=O)(=O)c2ccc3c(c2)OCCO3)c1	-2	102	4	-3	-1	4	-1	15	0.3	-6
COC(=O)c1ccc(CSc2nnc(NC(=O)C3CCCO3)s2)cc1 (stereo unspecified)	11	78	-9	-4	2	-4	-1	16	-2.0	-2
Cc1ccccc1-c1coc2cc(O)ccc2c1=O	11	109	0	-1	3	-15	-3	4	-2.7	-6
Cc1cc(N2CCN(C)CC2)nc2ccc(NC(=O)CCC(=O)NCCc3ccc(Cl)cc3)cc12	5	126	2	-1	4	-16	-1	2	-1.1	8
COc1ccc(N2CCN(C(C)=C3C(=O)c4ccccc4C3=O)CC2)cc1	0	81	5	1	1	-15	1	21	-0.1	1
O=C(CN1CCCCC1)Nc1ccc(Br)cc1[N+](=O)[O-]	-17	96	-8	7	2	-5	-8	9	3.3	2
CCN(CC)C(=O)C1=C(C)N(Cc2ccc(C(C)(C)C)cc2)C(=O)C(CC(=O)NCC2CCCCC2)C1 (stereo unspecified)	.	111	-8	1	.	.	-4	.	.	4

Further compounds follow:
SMILES	MOR-DOR inv ag	Pemphigus Ab inh	PKA-R1A act	V-ATPase pH	HTR5A ag	HTR5A inv ag	DAGLB inh	Arrestin-AP2 inh	MOR-DOR ag	PKA-R2B act
S=c1cn[nH]c2ccccc12	3	125	-12	0	-2	9	2	5	-0.6	-12
C=CCNC(=O)C(=O)NCC1CCCN1S(=O)(=O)c1cccs1 (stereo unspecified)	16	101	-4	-1	-1	-17	1	-10	-3.0	3
Cc1ccc(NCc2nnc(SCC(=O)c3ccccc3)n2Cc2ccco2)c(C)c1	13	71	-2	-2	4	-2	-1	28	-2.5	-6
Cc1ccccc1NC(=O)c1cc(=O)c2ccccc2o1	3	104	-15	3	2	-9	2	3	-0.6	-16
O=C(c1ccco1)N1CCN(Cc2ccccc2Br)CC1	5	72*	14	5	-4	16	0	20	-0.9	-10
CCOc1ccc(C(C)NC(=O)c2ccc3c(c2)NC(=O)C(C)S3)cc1OCC (stereo unspecified)	10	101	-8	5	0	-1	-1	6	-2.4	-4
Cc1c2cnn(CC(=O)N3CCOCC3)c(=O)c2c(C)n1Cc1ccccc1F	10	98	0	9	6	-18	0	2	-1.7	-2
CC(C)(C)c1cc(NCCCn2ccnc2)n2ncc(-c3ccc(Cl)cc3)c2n1	-7	97	-18	2	3	-15	4	1	1.3	3
Cc1cc(NC(=O)c2cccc(Cl)c2)n[nH]1	15	98	8	2	1	-3	0	-9	-2.5	-3
COc1cc(/C=N/NC(=O)c2cnccn2)ccc1O	4	107	-8	-22	3	-10	2	-3	-0.7	-1
Cc1ccc(C(=O)N2[C@@H]3CN(C)C(=O)[C@@]2(C)[C@H]2C(=O)N(C)C(=O)[C@@H]32)cc1	1	95	6	-1	3	-8	-7	-7	-0.2	1
COc1ccc(N2C(=O)CNC2=S)cc1	13	86	-5	1	-1	8	-1	2	-2.5	-4
Cc1c(-n2c(CN3C(=O)c4ccccc4C3=O)nc3ccccc3c2=O)c(=O)n(-c2ccccc2)n1C	13	.	-4	0	-7	16	1	2	-3.2	-7
CCOc1ccccc1NC(=O)c1c(NC(=O)CCC(=O)O)sc2c1CCCCC2	17	109	4	-2	-1	4	4	-19	-3.0	0
CCN1CCc2c(sc(NC(=O)c3ccc(S(=O)(=O)N4CC(C)OC(C)C4)cc3)c2C(N)=O)C1 (stereo unspecified)	12	131	-4	9	-2	8	1	-3	-2.3	2
CCOC(=O)C1CCN(C(=O)CCc2c(C)nc3ncnn3c2C)CC1	2	.	-2	-4	5	-12	-1	6	-0.3	6
CN1CCN(S(=O)(=O)c2cccc(C(=O)N(C)CC(=O)Nc3ccc(Cl)c(Cl)c3)c2)CC1	13	100	-1	1	-3	0	0	-4	-3.3	-1
